# Bioassay records (PubChem)
# OX1R antag-1 – antagonists of human orexin 1 receptor | 330,000 compounds, 0.43% hits | AID 434989 | inhibition, % at 5 µM | CHO/OX1R cells, Fluo-8 calcium fluorescence, orexin A;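 active means inhibition above its plate's threshold, mean inhibition of all tested compounds on the plate plus 3 SD, cut at about 37% in these data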;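 further: 0% = orexin A challenge wells and 100% = SB-334867-A antagonist wells; not every result past the cut was called active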
# Target sequence (O43613 whole entry, looked up): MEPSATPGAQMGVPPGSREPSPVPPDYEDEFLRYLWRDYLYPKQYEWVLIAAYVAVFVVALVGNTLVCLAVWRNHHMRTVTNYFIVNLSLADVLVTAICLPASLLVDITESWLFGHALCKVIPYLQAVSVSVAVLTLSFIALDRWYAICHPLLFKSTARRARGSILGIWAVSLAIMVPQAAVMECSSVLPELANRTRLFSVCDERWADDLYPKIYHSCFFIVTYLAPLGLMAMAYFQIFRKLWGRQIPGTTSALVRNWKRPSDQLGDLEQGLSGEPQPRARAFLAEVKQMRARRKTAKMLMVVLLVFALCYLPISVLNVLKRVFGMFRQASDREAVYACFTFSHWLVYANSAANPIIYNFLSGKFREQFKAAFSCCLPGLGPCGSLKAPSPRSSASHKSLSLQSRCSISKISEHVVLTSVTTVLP
# CHT PAM – allosterically activates the human high affinity choline transporter; Q9GZV3; CHT-expressing cells, membrane potential dye, choline EC20; hits give high values; LV-AA mutant CHT in HEK293 cells; B-score at 10 µM; 310,000 compounds, 0.49% hits; AID 488977;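 active means initial fluorescence not abnormally high and integrated response B-score, plate-corrected, over 3 SD above library mean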
# Target sequence (Q9GZV3 whole entry, looked up): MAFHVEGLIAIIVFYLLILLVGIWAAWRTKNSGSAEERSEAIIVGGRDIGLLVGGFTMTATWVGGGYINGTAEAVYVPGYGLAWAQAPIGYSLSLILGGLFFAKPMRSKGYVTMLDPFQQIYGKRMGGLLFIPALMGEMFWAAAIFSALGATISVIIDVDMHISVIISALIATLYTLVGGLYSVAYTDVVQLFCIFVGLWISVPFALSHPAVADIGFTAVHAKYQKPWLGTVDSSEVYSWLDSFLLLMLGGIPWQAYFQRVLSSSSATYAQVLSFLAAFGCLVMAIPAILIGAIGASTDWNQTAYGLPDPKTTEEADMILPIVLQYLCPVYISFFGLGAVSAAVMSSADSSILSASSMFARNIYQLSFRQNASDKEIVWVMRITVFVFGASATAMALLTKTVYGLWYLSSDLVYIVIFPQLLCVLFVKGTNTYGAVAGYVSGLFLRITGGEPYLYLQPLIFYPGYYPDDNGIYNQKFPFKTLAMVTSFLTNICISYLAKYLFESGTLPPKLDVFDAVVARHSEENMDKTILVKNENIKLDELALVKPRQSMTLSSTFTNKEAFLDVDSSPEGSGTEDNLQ
# OX1R antag-2 – OX1R (human) antagonism; O43613; OX1R-expressing cells, FRET antagonist read-out; inhibition, % at 6.6 µM; 330,000 compounds, 1.8% hits; AID 485270; in the data active means inhibition mostly above about 38%, no sharp cut-off; inactive means mostly below about 40%;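 further: 0% = agonist challenge alone and 100% = reference antagonist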
# * hit, by the source's call; i = inactive; nt = no result given.
SMILES,CHT PAM,OX1R antag-1,OX1R antag-2
O=C(Cn1cnc2ccccc2c1=O)NCC(=O)N1CCN(c2ccccn2)CC1,i,-2,13
Cc1ccc(NC2CCCN(C(=O)C3CCCC3)C2)cc1C (centres undefined),i,-15,32
OCC[C@H]1C[C@@H](O)[C@H](O)[C@]2(Cc3ccccc3CO2)O1,i,-5,22
COc1ccc(CNC(=O)c2cc(=O)c3cc(C)cc(C)c3o2)cc1,i,-6,-5
O=C(CN(C(=O)C1CSC(=O)C1)c1ccccc1F)NCc1ccc2c(c1)OCO2 (centres undefined),i,-23,13
COc1ccsc1C(=O)NCCN1CCOCC1,i,-10,9
CCCCN(CC)S(=O)(=O)c1ccc2c(c1)CCCN2C(C)=O,i,-9,18
C#CCOCCOCCOCCNc1nc(N2CCOCC2)nc(N2CCN(C(=O)CCCCCCCCCCNC(=O)[C@H](CO)n3cc(CCCCCN)nn3)CC2)n1,i,-13,14
CC(C)[C@H](Nc1ccc(S(=O)(=O)N2CCOCC2)cc1[N+](=O)[O-])C(=O)OCC(N)=O,i,-9,45
CCOC(=O)c1c(C)[nH]c(C)c1C(=O)COC(=O)c1ccc(S(=O)(=O)C(F)F)cc1,nt,-5,10
Cc1ccc(/C(N)=N/OC(=O)Cc2cccs2)cc1,i,-3,7
O=C(COc1ccc(S(=O)(=O)NC2CCCCC2)cc1Cl)N1CCN(c2ccccc2)CC1,i,-15,9
COCCCn1c(=O)c2sccc2n2c(CCCC(=O)NCc3ccccc3OC)nnc12,i,-7,8
O=c1oc2ccccc2c2oc3cc(O)c(O)cc3c12,i,0,21
CCOc1ccccc1N1CCN(C(=O)NC2CCCCC2)CC1,i,-22,19
O=C(CCCC1=NS(=O)(=O)c2ccccc2N1)N1CCN(c2ccccc2)CC1,i,-3,5
COCCNC(=O)Nc1ccc2nc(-c3cccs3)c(-c3cccs3)nc2c1,i,5,51
Cc1cc2cc(CN(Cc3ccco3)C(=O)NCc3ccccc3)c(=O)[nH]c2cc1C,i,-20,25
CC1=C([N+](=O)[O-])C(c2ccccc2Cl)NC(=O)N1C (centres undefined),i,-12,12
O=c1[nH]c(C2CCN(S(=O)(=O)c3ccc(C(F)(F)F)cc3)CC2)nc2c1nnn2Cc1cccc(F)c1,i,-29,24

# Next section; the last two above are carried over.
SMILES,CHT PAM,OX1R antag-1,OX1R antag-2
CC1=C([N+](=O)[O-])C(c2ccccc2Cl)NC(=O)N1C (centres undefined),i,-12,12
O=c1[nH]c(C2CCN(S(=O)(=O)c3ccc(C(F)(F)F)cc3)CC2)nc2c1nnn2Cc1cccc(F)c1,i,-29,24
CCc1n[nH]c(=S)n1/N=C/c1cc(Br)c(O)c(OC)c1,i,-6,8
O=C(NC1=NCCCCC1)c1cccc2ccccc12,i,-11,23
Cc1ccc(-c2nn3c(C)nnc3c3ccccc23)cc1S(=O)(=O)NCCO,i,-26,36
COc1ccccc1CCC(=O)OCC(=O)NC1CCCC1,i,-8,2
Cc1nn(C)c(C)c1CCC(=O)O,i,-13,14
COc1ccccc1C(=O)NC(=O)COC(=O)CCOc1cc(C)ccc1C,i,-5,27
CC1CCC2(CC1)NC(=O)N(CC(=O)N1CCN(C(=O)c3ccco3)CC1)C2=O (centres undefined),nt,-9,3
O=C(NCCc1cnc[nH]1)c1cccs1,i,-15,-6
COc1ccc(-c2cc(C(=O)Nc3cc(C)on3)no2)cc1OC,i,-11,9
C/C(Cn1nnc([N+](=O)[O-])n1)=N\NC(=O)c1ccc(O)cc1,i,-8,53
O=C(Nc1ccc(F)c(F)c1)c1ccccc1,i,-17,7
O=C(O)Cc1ccc(NS(=O)(=O)c2ccccc2Br)cc1,i,9,0
Cc1cc2c(NC(=O)CC(C)(C)CC(=O)O)cccc2nn1,i,-26,36
Cc1cc([N+](=O)[O-])ccc1NC(=O)CSc1nncn1-c1ccccn1,i,-6,25
COc1ccc(C2/C(=C(/O)c3ccccc3)C(=O)C(=O)N2C)cc1OC (centres undefined),i,-12,16
O=C(COC(=O)c1ccccn1)Nc1ncc(C(F)(F)F)cc1Cl,i,-10,10
O=C(O)CSc1nnc(COc2ccccc2)n1-c1ccccc1,i,-18,-4
Nc1nc(N)nc(-c2ccc(Oc3ccccc3)cc2)n1,i,9,26
CC(C)OC(=O)C1C(=O)CC(C)(O)C(C(=O)OC(C)C)C1c1cccc(O)c1 (centres undefined),i,-23,14
CCCCCn1c(=O)c2ccccc2n2c(CCl)nnc12,i,-19,9
NC(=O)c1cc2cc(Cl)ccc2o/c1=N/NC(=O)c1cccs1,i,-20,32
CN(C)S(=O)(=O)c1ccc(NC(=O)CSc2ncnc3ccccc23)cc1,i,-1,8
C[C@]12C=CC(=O)C=C1CC[C@@H]1C2C(O)C[C@@]2(C)C1CC[C@]2(O)C(=O)COC(=O)CCC(=O)NC(CC(=O)O)C(=O)O (some centres undefined),i,-2,0
Cc1cc(SCC(=O)NN)c2cc(Br)ccc2n1,i,-1,21
COc1ccc(C(C#N)Nc2ccccc2OC)cc1 (centres undefined),i,-13,4
COc1ccc(-c2csc3nc[nH]c(=O)c23)cc1,i,-11,14
CCc1nc(SCC(=O)N2CCCCCC2)c2c(=O)n(C)c(=O)n(C)c2n1,i,-20,6
COc1ccc(C(Nc2ccccn2)c2c(NC(=O)c3ccco3)sc(C)c2C)cc1 (centres undefined),i,-33,24
CC(=O)NCc1ccc(S(=O)(=O)N2CCN(c3ccccn3)CC2)cc1,i,-10,10
Cc1ncoc1C(=O)N1CCc2c([nH]c3ccccc23)C1c1ccccc1F (centres undefined),i,-14,4
Cc1ccc(C(C(=O)NCC2CCCO2)N(C(=O)c2snc(C(N)=O)c2N)c2ccc3c(c2)OCCO3)cc1 (centres undefined),i,-39,5
Cc1ccc(-c2nnn(CC(=O)N(c3ccc(F)cc3)C(C(=O)NC3CCCC3)c3ccco3)n2)o1 (centres undefined),i,-17,9
COCCC(=O)N1CCC(Oc2ccc(C(=O)NCc3ncc(C)[nH]3)cc2)CC1,i,-7,9
COCC(=O)N(Cc1cc2ccc(C)c(C)c2n2nnnc12)C1CCCC1,i,-12,0
CC(C)[C@]1(c2ccccc2)ON(c2ccccc2C(F)(F)F)C1=O,nt,-35,2
COc1ccc(CCNC(=S)N2CCN(S(=O)(=O)c3ccc(F)cc3)CC2)cc1,i,-15,16
O=C1Nc2ccccc2C1=Nc1ccc(-c2nnc3n2CCCCC3)cc1,i,-7,38
COc1ccc(O)c(CN2CCCC(N3CCN(c4ccc(F)cc4)CC3)C2)c1 (centres undefined),i,-41,12
Cc1nn(Cc2ccc(Cl)cc2Cl)c(C)c1NC(=O)c1sc2ccccc2c1Cl,i,-20,15
Cc1ccc(NC(=O)CCNS(=O)(=O)c2ccc3[nH]c(=O)oc3c2)cc1N(C)C,i,1,56
O=C(CCNS(=O)(=O)c1ccc(Br)cc1)NCCc1ccc(Cl)cc1,i,-17,7
NC(=O)c1ccc(-n2nnnc2SCC(=O)Nc2ccccc2)cc1,i,-14,-6
Cc1ccsc1C(=O)OCC(=O)Nc1cccc(F)c1,nt,0,6
COc1ccc(-c2csc(NC(=O)CCCc3nc4ccccc4c(=O)[nH]3)n2)cc1OC,i,-14,9
CC(Oc1ccc(Cl)cc1Cl)C(=O)NCCCn1ccnc1 (centres undefined),i,-16,9
CC(=O)Nc1ccccc1NC(=O)CC(C)(C)C,i,-13,1
Cc1ccc(C)c(CS(=O)(=O)c2cn(CC(=O)N3CCC(C)CC3)c3ccccc23)c1,i,-30,24
O=C(N/N=C/c1ccc(Br)o1)c1cc([N+](=O)[O-])cc([N+](=O)[O-])c1,i,-7,81*
O=C(O)c1ccccc1-c1nc2ccccc2c(=O)n1O,i,11,18
O=C(O)c1ccc(NC(=S)Nc2ccccc2)cc1,i,-17,6
CCCOc1ccc(N2C(=O)CC(SCC(N)C(=O)OCC)C2=O)cc1 (centres undefined),i,-14,-4
Cc1nc(NCCO)c(C#N)c2c1COC(C)(C)C2,i,2,4
CCN(Cc1ccc2c(c1)OCCO2)C(=O)CN1C(=O)NC2(CCCCC2)C1=O,nt,-32,8
C=CCNC(=O)/C(C#N)=C/c1ccc(SC)cc1,i,-33,0
Cc1cccc(OCC(=O)Nc2ccc(C(=O)Nc3ccccc3C(=O)O)cc2)c1C,i,4,9
COCCN(CCOC)C(=O)CN1C(=O)NC2(CCCc3sccc32)C1=O (centres undefined),i,-10,9
CCN(CC)C(=O)c1ccc(NS(=O)(=O)c2ccccc2)cc1,i,1,10
CCCCN1CNC(=S)N(CCc2ccc(OCC)c(OCC)c2)C1,i,-40,15
CCC(C(=O)NCc1ccc(C)cc1)c1ccccc1 (centres undefined),i,-12,21
COCCNC(=O)CN1CCOc2ccccc21,i,-7,7

# Printed as active in OX1R antag-2 (from the list above):
SMILES,OX1R antag-1,OX1R antag-2
O=C(N/N=C/c1ccc(Br)o1)c1cc([N+](=O)[O-])cc([N+](=O)[O-])c1,-7,81*

# Look-ups from above:
# Reading of CCCOc1ccc(N2C(=O)CC(SCC(N)C(=O)OCC)C2=O)cc1 (centres undefined) in OX1R antag-2: -4
# Reading of CC(=O)Nc1ccccc1NC(=O)CC(C)(C)C in OX1R antag-1: -13
# Reading of CCN(Cc1ccc2c(c1)OCCO2)C(=O)CN1C(=O)NC2(CCCCC2)C1=O in OX1R antag-1: -32
# Reading of Cc1ccsc1C(=O)OCC(=O)Nc1cccc(F)c1 in OX1R antag-2: 6
# Reading of O=C(N/N=C/c1ccc(Br)o1)c1cc([N+](=O)[O-])cc([N+](=O)[O-])c1 in OX1R antag-1: -7
# Reading of CCN(CC)C(=O)c1ccc(NS(=O)(=O)c2ccccc2)cc1 in OX1R antag-1: 1

# Next structures.
SMILES,CHT PAM,OX1R antag-1,OX1R antag-2
CCC(C)(C)NC(=O)C(OC(=O)c1ccco1)c1ccc(OC)cc1 (centres undefined),i,-34,5
O=C(Nc1ccccc1)NC1CCN(CCCN2C(=O)c3ccccc3C2=O)CC1,i,-20,7
O=C(CSc1ccccc1)NCC(c1ccco1)N1CCCCC1 (centres undefined),nt,-31,11
CCCCN(CCCC)CCCNC(=O)C1CC(c2ccc(C(F)(F)F)cc2)=NO1 (centres undefined),i,-33,20
CC(C)C(NC(=O)c1ccc(S(=O)(=O)N2CCOCC2)cc1)c1nc2ccccc2[nH]1 (centres undefined),i,-28,10
O=P(Cc1ccccc1)(c1ccccc1)c1ccccc1,i,-12,16
CCSc1ccccc1C(=O)Nc1nc2ccccc2c(=O)[nH]1,i,-24,9
CC1(C)CC(=O)c2cc(N=C/C(C(=O)c3ccccc3)=C(\O)c3ccccc3)c(=O)oc2C1,i,-25,10
CCOc1cccc(/C=N/NC(=S)NCCN2CCOCC2)c1O,i,-28,14
CCOc1ccc(N2C(=O)/C(=C/c3ccccn3)SC2=S)cc1,i,-11,3
CN(Cc1ccccc1)C(=O)CN1CCN(S(=O)(=O)c2ccc(Cl)c(Cl)c2)CC1,nt,-17,-4
O=[N+]([O-])c1ccc(/C=N/Nc2nc(N3CCCCC3)nc(N3CCCCC3)n2)cc1,i,-36,11
N#CC1=C(N)Oc2cc(N)ccc2C1c1ccc(F)cc1 (centres undefined),i,-10,3
CCCNC(=O)c1ccccc1NC(=O)Cc1ccc(OC)c(S(=O)(=O)N2CCOCC2)c1,i,-24,5
CCOc1ccc(-n2nc(C(=O)NC3CCCCC3)c3ccccc3c2=O)cc1,i,-10,20
O=C1CC(c2ccccc2)CC(O)=C1C=NCCN1CCNCC1 (centres undefined),i,-8,22
COc1ccc(-c2ccc(SCC(=O)NCC3CCCO3)nn2)cc1OC (centres undefined),i,-11,16
Cc1ccc(S(=O)(=O)OCCC2=CC(=O)CCN2Cc2ccccc2)cc1,nt,-28,7
CCCCSC1(SCCCC)N=C(N)C2(C#N)C(c3ccccc3)NC(C)=CC12C#N (centres undefined),i,-10,18
CC(=O)c1cccc(NC(=O)C2CCN(C(=O)c3cccs3)CC2)c1,i,-5,6
Cc1cc(C)n(-c2ccc(NC(=O)C3CCN(Cc4ccccn4)CC3)cc2)n1,i,-10,9
CCC(C)C(NC(=O)c1ccc(Cl)cc1)C(=O)O (centres undefined),i,2,6
COc1ccc(C)cc1S(=O)(=O)N1CCOCC1,i,-8,17
O=C(NCc1ccc(F)cc1)C1CCC(=O)N1C1CCCCC1 (centres undefined),i,-7,9
CC1(C)COC(c2coc3ccccc3c2=O)OC1,i,-13,6
COc1ccc(C2CC(c3ccc(OC)cc3)n3nc(N)nc3N2)cc1 (centres undefined),i,-16,10
COC(=O)c1cn(C(=O)c2cccs2)c2ccccc12,i,-22,15
Nc1c(C(=O)Nc2ccc(S(=O)(=O)N3CCCC3)cc2)sc2nc3cc4c(cc3cc12)CCC4,i,7,18
CC1CCCC(C)N1C(=O)COc1ccc(C(=O)N/N=C/c2ccc(C(=O)O)cc2)cc1 (centres undefined),i,-14,11
Cn1c(CBr)c(C(=O)c2ccc([N+](=O)[O-])cc2)c(=O)n(C)c1=O,i,-16,51*
CCOC(=O)Cc1c(Sc2ccccc2)c2ccccc2n1C,i,-17,19
COC(=O)c1ccc(/C=C/c2ccc3cccc(OC(C)=O)c3n2)cc1,i,-13,21
CCOc1ccc2c(c1)C(N(CCN1CCOCC1)C(=O)Nc1ccc(OC)cc1OC)CC(C)(C)O2 (centres undefined),i,-7,27
CN(CC1COc2ccccc2O1)C(=S)Nc1ccccc1 (centres undefined),i,-10,28
